Screening data: PubChem, several laboratories
PP1 counter: blocks human PP1-alpha phosphatase, a PP5 counter-screen; P62136; purified PP1alpha, OMFP fluorescence; inhibition, % at 6.7 µM; 320,000 tested, 0.9% active;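 active means inhibition above the mean inhibition of all tested compounds plus 3 SD, computed separately for each screening campaign, cut at about 15% in these data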
ZTA DNA inh: blocks Epstein-Barr virus ZTA, an EBNA-1 counter-screen. 320,000 tested, 0.15% active. AID 2234. P03206. ZTA-DNA binding, fluorescence polarization. inhibition, % at 11 µM; in the data active means inhibition above about 33%
PREPL inhibitor: inhibits the human prolyl oligopeptidase-like enzyme | Q4J6C6 | recombinant PREPL, fluorescence polarization activity-based probe | 320,000 tested, 0.68% active | inhibition, % at 5.96 µM | AID 2751; in the data active means inhibition above about 43%;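 further: 0% = enzyme with DMSO and 100% = wells lacking enzyme; many of its hits are not listed in these tables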
Target sequence (Q4J6C6 whole entry, looked up): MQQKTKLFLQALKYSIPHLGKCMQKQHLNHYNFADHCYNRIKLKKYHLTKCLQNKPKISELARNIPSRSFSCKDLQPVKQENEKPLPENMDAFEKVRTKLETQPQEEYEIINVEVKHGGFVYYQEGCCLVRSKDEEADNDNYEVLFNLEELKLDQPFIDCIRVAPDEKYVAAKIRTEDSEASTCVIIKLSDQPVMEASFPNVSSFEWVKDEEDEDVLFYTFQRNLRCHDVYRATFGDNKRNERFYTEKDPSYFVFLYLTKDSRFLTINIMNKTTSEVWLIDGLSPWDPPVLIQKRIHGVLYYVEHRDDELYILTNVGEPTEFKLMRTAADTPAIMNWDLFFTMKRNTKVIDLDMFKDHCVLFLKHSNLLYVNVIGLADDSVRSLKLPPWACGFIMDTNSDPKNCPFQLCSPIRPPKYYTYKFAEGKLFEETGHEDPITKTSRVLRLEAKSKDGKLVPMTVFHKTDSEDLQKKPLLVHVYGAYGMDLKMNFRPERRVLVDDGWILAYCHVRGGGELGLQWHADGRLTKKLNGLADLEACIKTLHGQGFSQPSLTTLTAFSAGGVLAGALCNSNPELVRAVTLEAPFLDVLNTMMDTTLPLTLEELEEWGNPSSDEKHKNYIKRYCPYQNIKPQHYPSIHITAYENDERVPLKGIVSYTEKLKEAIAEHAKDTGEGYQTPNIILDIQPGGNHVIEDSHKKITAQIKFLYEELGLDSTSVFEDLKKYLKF
PP5 primary: inhibitors of human protein phosphatase 5 (PP5); purified PP5c, OMFP substrate fluorescence; inhibition, % at 6.7 µM; 320,000 tested, 0.18% active; AID 1987;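 active means inhibition above the campaign's mean inhibition across all tested compounds plus 3 SD, cut at about 9.5% in these data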;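 further: 0% = DMSO only and 100% = 100 µM cantharidin control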
Fh CTSL1 inh: counter-screen for PFM18AAP inhibitors: inhibitors of F. hepatica cathepsin L1. recombinant F. hepatica cathepsin L1, Z-Leu-Arg-MCA fluorescence. inhibition, % at 5.96 µM. 300,000 tested, 0.49% active;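 active means inhibition above the mean of all tested compounds plus 3 SD, set per screening campaign, cut at about 17% in these data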;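 further: 0% = plate median of test compound wells and 100% = 1 µM Z-Phe-Ala-diazomethylketone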
TPT1 inhibitor: C. albicans TPT1 enzyme inhibition; AID 1962; inhibition, % at 5 µM; 300,000 tested, 0.81% active; recombinant caTPT1, FP RNA substrate dephosphorylation;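 active means inhibition above the mean of all tested compounds plus 3 SD, set per screening campaign, cut at about 24% in these data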;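 further: plate controls were DMSO alone for no effect and ferristatin control at 100 nM for full effect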
HCV core dimer: HCV core protein dimerization inhibition | TR-FRET GST/Flag-core106 dimerization, 1536-well | inhibition, % at 5 µM | 300,000 tested, 0.33% active | AID 1899;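 active means inhibition above the mean of all tested compounds plus 3 SD, set per screening campaign, cut at about 45% in these data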
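assay system = GST-tagged and Flag-tagged HCV core protein residues 1-106 | controls = unlabelled core106 and no-GST-core106 wells | incubation = compound-protein-antibody incubation 4 h at 22.5 °C | probe or stimulus = Eu donor and XL665 acceptor anti-tag antibodies | read-out = % inhibition based on acceptor/donor emission ratio | signal = TR-FRET 671 and 617 nm emission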
EBNA-1 inh: blocks EBNA-1 binding to DNA | EBNA-1 DNA binding, fluorescence polarization | inhibition, % at 14.8 µM | 300,000 tested, 0.34% active; in the data active means inhibition above about 28%
Efflux pump inh: antifungal efflux pump inhibition, Nile Red retention; inhibition, % at 10 µM; 330,000 tested, 0.44% active; S. cerevisiae Candida pump triplex;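 active means plate passing quality check with inhibition over a set limit, or well fluorescence over plate mean plus 4 SD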;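 further: Nile Red retained in pooled yeast measured as flow cytometry median fluorescence; 0% = buffer negative control and 100% = Enniatin B positive control; higher means more Nile Red kept so more efflux inhibition; some compounds called inactive have numbers as strong as hits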
Starred values were filed as active, the others as inactive; x = no result given. Not all compounds are listed. The share of hits here may be higher or lower than overall.

structure	PP1 counter	ZTA DNA inh	PREPL inhibitor	PP5 primary	Fh CTSL1 inh	TPT1 inhibitor	HCV core dimer	EBNA-1 inh	Efflux pump inh
COc1ccc(OC)c(S(=O)(=O)NC(N)=NCCc2ccccc2OC)c1	-2	4	4	2.5	2	-1	5	-4	0.1
CNC(=O)c1ccc(CNC(=O)OCc2ccccc2)cc1	-4	13	7	-2.0	-1	4	-3	1	0.4
O=C(Nc1c[nH]c(=O)[nH]c1=O)c1cccc(F)c1	-3	5	-4	-2.0	-1	-6	14	13	-0.1
COc1ccc2c(c1)CCc1c(C(=O)Nc3ccn(Cc4ccc(C)cc4)n3)noc1-2	0	-11	-4	-1.0	-1	0	-1	2	0.3
OCC[C@H]1C[C@H](O)[C@@H](O)[C@]2(OCc3ccccc32)O1	0	0	16	-3.5	5	2	-8	4	0.2
CC1CCN(C(=O)CSc2nc(=O)n3ccccc3n2)CC1	-3	3	-1	0.4	4	1	3	8	-0.1
Nc1ccccc1SCC(=O)Nc1ccc2c(c1)OCO2	0	-9	2	4.1	0	-1	15	-2	0.0
O=[N+]([O-])c1ccc(N2CCCC2)cc1NCc1ccccc1	4	-16	7	0.8	5	5	4	0	-0.2
CC(=O)Nc1ccc(/C=C(\C#N)C(=O)NC2CCCCC2)cc1	-2	-8	10	-1.6	4	-6	3	1	-0.1
O=C(O)c1nn2cc(CCO)cnc2c1Cl	-7	17	-3	-3.5	-3	-2	-3	8	0.1
O=C(NNC(=O)C1CCC1)c1ccc(Cl)cc1	-1	-9	0	0.6	0	-1	-10	-3	-0.2
C1=Nc2ccccc2CN1c1ccccc1	4	5	-20	3.2	-2	2	-2	2	0.1
COC(=O)c1ccc(/C=N/Nc2nc(-c3ccc(C)cc3)cs2)cc1	0	-6	-3	1.8	-2	1	-7	-10	0.4
O=S(=O)(Nc1ccc2cn[nH]c2c1)c1ccc(Cl)cc1	-2	-17	-1	1.1	2	-2	1	0	0.2
CC(C)Cc1nnc(NC(=O)C2CCN(C(=O)c3ccc(Cl)cc3)CC2)s1	-7	14	2	2.1	3	-2	1	-7	-0.1
Clc1cc(Sc2ccc(Br)cc2)nnc1-c1ccccc1	0	9	-3	2.7	5	4	21	8	-0.1
CC(C)C[C@@H](COc1ccccc1)N1CCN(CC(C)C)CCC1=O	4	-14	16	2.0	0	-2	-4	-3	-0.1
CCC(=O)NC(c1cc(Cl)c2cccnc2c1O)C1CC1 (stereo not drawn)	0	0	3	-0.6	x	x	x	x	0.0
CCn1cc(CNC(=O)/C=C/c2cnn(C)c2)c(C)n1	-3	12	-5	-0.2	-1	-1	4	2	-0.1
CCOc1ccc(OCC)c(NC(=O)Nc2ccc3c(c2)N(C)C(=O)CS3)c1	-1	5	19	5.3	2	-1	15	-2	0.0
O=C(CCCOc1ccc(Cl)cc1)NCC1CCCO1 (stereo not drawn)	-1	-3	7	0.3	-1	-2	-6	3	-0.4
CS(=O)(=O)Nc1ccc(S(=O)(=O)NC2CCCCC2)cc1	-2	-6	6	0.9	4	8	2	-5	0.3
COc1ccc2[nH]cc(/C=C/C(=O)c3ccccc3)c2c1	-2	2	20	3.8	3	8	3	-2	0.0
CC(=Nc1cccc(O)c1)c1sc2ccccc2c1O	-4	6	16	0.7	5	66*	-10	6	0.0
Cc1cc(C)n(CCc2nc3c4ccccc4n(CC#N)c(=O)n3n2)n1	0	22	-4	-0.2	3	1	-6	9	-0.1
Nc1cc(Cl)ccc1C(=O)OCC(=O)N1CCCC1	-4	3	5	2.9	-6	2	3	-11	-0.1
COc1ccccc1/C=N/NC(=O)c1nnn(-c2nonc2N)c1CSC1=NCCS1	-1	21	-6	0.4	-5	1	-6	11	-0.7
O=C(O)c1cccc(NS(=O)(=O)c2ccc(-c3ccc(S(=O)(=O)Nc4cccc(C(=O)O)c4)cc3)cc2)c1	8	-3	-2	-2.8	1	0	5	-3	0.0
COC(=O)c1ccc(NC(CC(C)C)C(=O)OC)c([N+](=O)[O-])c1 (stereo not drawn)	-1	12	-3	-0.1	0	-2	0	-7	0.1
CSc1ccccc1NC(=O)NCCCl	4	-5	12	2.4	0	-6	-3	-10	0.9
O=C(O)c1cccc2c1C(=O)N(C1CCCCC1)C2	-1	10	-8	2.0	-3	2	10	2	0.0
CN(Cc1cn(-c2ccccc2)nc1-c1ccc(F)cc1)C(=O)CCC(=O)O	3	-2	-7	3.4	-2	-5	-17	1	-0.1
O=C(C1CCN(Cc2ccccc2)CC1)N1CCN(C/C=C/c2ccccc2)CC1	1	7	32	0.4	-2	-3	0	-3	0.0
C=CC[N+]1(CC=C)CCOCC1	1	20	-2	0.1	3	-1	5	-2	0.0
O=C(Nc1cccc(C(=O)O)c1)/C(=C\c1ccccc1Cl)NC(=O)c1ccco1	2	-4	14	1.1	1	-4	-21	12	-5.5
COc1ccc(N(C)C(=O)c2onc3c2CCCC3)cc1	-1	1	0	-0.3	-2	1	-5	2	0.4
CCn1c(=NC(=O)COc2ccccc2)sc2cccc(F)c21	1	-10	-8	2.6	3	1	-1	0	0.1
CCCCNC(=NCc1cccc(C(F)(F)F)c1)Nc1ccccc1	-1	-2	5	0.1	0	0	5	1	0.1
CCOC(=O)C(O)C1CCc2c([nH]c3ccc(C)cc23)C1=O (stereo not drawn)	2	-13	-4	0.4	-1	-1	5	-1	0.1
Cc1ccc(N(CC(=O)NCCSCc2ccco2)S(=O)(=O)c2ccc(C)cc2)cc1	4	-4	3	1.7	-3	0	6	10	0.0
O=C(CSc1ccc2nnc(-c3cccnc3)n2n1)Nc1ccccc1	4	-3	-22	3.5	0	-3	-10	7	0.2
COc1ccccc1CN(C(=O)CNC(=O)c1ccco1)C(C(=O)NCC1CCCO1)c1ccccc1 (stereo not drawn)	-4	-3	-13	1.4	-1	-2	0	-5	0.0
COc1cccc(NC(=O)COC(=O)c2cc(=O)c3ccccc3o2)c1	4	3	17	3.5	x	x	x	x	0.1
O=C(Nc1cccc(F)c1)c1ccc2ncsc2c1	-2	-10	8	-0.6	-1	-4	-1	10	0.0
CCC(C)NS(=O)(=O)c1cc2c3c(c1)CCC(=O)N3CCC2 (stereo not drawn)	-2	-8	0	-0.4	1	-3	-5	4	-0.2
OCCN(CC(O)COc1ccccc1)CC(O)Cn1ccc2ccccc21 (stereo not drawn)	0	-7	5	-0.7	2	-3	-11	-8	-0.1
CCOc1ccccc1OCC(=O)Nc1ccccc1C(=O)NC1CC1	-7	11	4	-1.2	1	-2	0	5	0.0
c1ccc(SCCOCCN2CCOCC2)cc1	-1	-6	-3	3.7	-3	-2	-6	1	0.1
COc1ccc2[nH]c(C(=O)Nc3ccccc3Cl)cc2c1	1	0	17	0.7	-4	2	7	-4	0.3
Cc1ccc(-c2noc(CCC(=O)N3CCCc4ccccc43)n2)cc1	-1	-7	-3	0.9	4	1	9	-8	0.6

Further structures follow.
structure	PP1 counter	ZTA DNA inh	PREPL inhibitor	PP5 primary	Fh CTSL1 inh	TPT1 inhibitor	HCV core dimer	EBNA-1 inh	Efflux pump inh
O=C(NC(=S)Nc1ccc(Br)cn1)c1cccs1	-8	-6	-4	2.9	-2	-1	13	8	0.0
CCc1nccn1CCC(=O)NC1CC(C)(C)Cc2c1cnn2-c1ccc(C)cc1 (stereo not drawn)	-2	-8	8	1.7	-2	1	-1	6	0.1
O=C(CCN1C(=O)c2ccccc2C1=O)NC(=S)Nc1ccccc1	-2	14	-7	-0.7	-1	2	6	4	0.1
COc1ccc(-c2csc3nc(C)nc(N4CCN(C(C)=O)CC4)c23)cc1OC	2	-7	7	1.3	4	-2	0	5	0.2
CCc1noc(C)c1C(=O)Nc1ccc(C)c(S(=O)(=O)N2CCCCCC2)c1	-3	-10	2	-0.8	6	-3	2	6	0.1
Cc1[nH]c2ccccc2c1C(c1ccncc1)N1CCN(c2ccccc2F)CC1 (stereo not drawn)	-5	15	1	0.5	0	-1	2	6	-0.1
O=c1c(-c2ccccc2)c(O)c2c(n1-c1ccccc1)CCCC2	3	3	1	1.6	1	-6	-4	-3	0.0
CCOC(=O)Cc1csc(NC(=O)CC(C)(C)C)n1	1	8	2	-0.2	-1	3	-2	3	0.0
CN(Cc1cccnc1)Cc1c(C(=O)N2CCc3ccccc3C2)nc2ccc(Cl)cn12	-3	5	16	0.4	1	-6	7	-3	0.7
CCOC(=O)CC1(C)OCC(C[N+]2(C)CCCCC2)O1 (stereo not drawn)	-2	1	5	0.1	-1	1	-1	-9	-0.2
COC(=O)CC1(c2ccc(OC)cc2)C(=O)c2ccccc2C1=O	-4	-6	6	1.4	2	0	-2	-6	0.0
CC(NC(=O)C1CCC(CNS(=O)(=O)c2ccc3c(c2)C(C)(C)C(=O)N3C)CC1)c1ccccc1 (stereo not drawn)	1	1	0	0.0	-2	0	-7	7	0.0
COc1ccc(S(=O)(=O)Cc2ccc(C(=O)NCCc3cc(OC)ccc3OC)o2)cc1	-5	-8	17	-1.4	-2	-2	-3	-1	-0.1
COc1ccccc1C(=O)NC(=S)Nc1ccc(N2CCN(C(=O)c3ccco3)CC2)cc1	-15	-4	33	4.1	0	1	11	-7	0.9
CCn1c(=O)c(C(=O)NC(C)C)c(O)c2ccccc21	-4	7	1	3.9	0	1	-7	-5	0.1
COc1ccc(OCCn2cc(/C(N)=N/O)c3ccccc32)cc1	2	-11	32	1.9	0	-4	-5	16	-0.1
COc1cc(OC)cc(C(=O)NC2CCN(Cc3nnnn3Cc3ccc(F)cc3)CC2)c1	-2	3	5	1.3	-1	4	-2	-13	-0.1
